Source: PubChem BioAssay (several laboratories)
MLLE-PAM2 inh: inhibitors of microRNA-mediated deadenylation, human PABP1 MLLE binding | inhibition, % at 20 µM | GST-MLLE / FITC-PAM2 fluorescence polarization | 360,000 tested, 0.36% active | P11940; in the data active means inhibition above about 35%, passing the limit was not always enough;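 further: plate controls were DMSO wells with GST-MLLE for no effect and wells lacking GST-MLLE protein for full effect; some results filed as inactive read as strong as hits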
MT1-MMP act inh: inhibitors of human MT1-MMP activation | P50281 | HT1080 RFP-PRO-GFP cells, GFP/RFP ratio fluorescence, overnight; percent of plate control window, DMSO zero | GFP/RFP ratio change, % at 20 µM | 360,000 tested, 0.061% active;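 active means GFP/RFP ratio change of at least 30% with cell ATP level not reduced by more than half and red fluorescence within 50% of control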; further: strong numbers were not always called active
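Material: RFP-PRO-GFP reporter HT1080 cells. Dosing: single-point 20 µM compound, 1% DMSO. Controls: DMSO and RFP-L50D-GFP cell wells. Timing: cells overnight before dosing, compound overnight, 37 °C, 5% CO2. Measure: GFP/RFP fluorescence ratio.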
FAS TE block: inhibitors of human fatty acid synthase thioesterase domain; P49327; recombinant FAS-TE, OMFH fluorogenic substrate, fluorescence endpoint; inhibition, % at 15 µM; 360,000 tested, 0.67% active; AID 602261;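 active means compounds whose normalised, plate-corrected inhibition of enzyme fluorescence in the single-dose primary screen is 50% or more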;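 further: 0% = DMSO with enzyme and 100% = substrate without enzyme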
Rpn11 inh: blocks the human proteasome subunit Rpn11; AID 588493; 360,000 tested, 0.59% active; human 26S proteasome, Ub4-pepOG fluorescence polarization; 20S core pre-blocked with epoxomicin; O00487; calls only at 20 µM;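 active means inhibition at 20 µM, scaled to each plate's controls, above about 33%, limit read from the data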
eLon inh: E. coli protease La inhibition. 360,000 tested, 0.42% active. purified E. coli Lon protease, fluorescence polarization. AID 602123. inhibition, % at 7.94 µM. P0A9M0; in the data active means inhibition above about 13%, passing the limit was not always enough;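 further: 0% = enzyme with probe and DMSO and 100% = no enzyme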
Target sequence (P0A9M0 whole entry, looked up): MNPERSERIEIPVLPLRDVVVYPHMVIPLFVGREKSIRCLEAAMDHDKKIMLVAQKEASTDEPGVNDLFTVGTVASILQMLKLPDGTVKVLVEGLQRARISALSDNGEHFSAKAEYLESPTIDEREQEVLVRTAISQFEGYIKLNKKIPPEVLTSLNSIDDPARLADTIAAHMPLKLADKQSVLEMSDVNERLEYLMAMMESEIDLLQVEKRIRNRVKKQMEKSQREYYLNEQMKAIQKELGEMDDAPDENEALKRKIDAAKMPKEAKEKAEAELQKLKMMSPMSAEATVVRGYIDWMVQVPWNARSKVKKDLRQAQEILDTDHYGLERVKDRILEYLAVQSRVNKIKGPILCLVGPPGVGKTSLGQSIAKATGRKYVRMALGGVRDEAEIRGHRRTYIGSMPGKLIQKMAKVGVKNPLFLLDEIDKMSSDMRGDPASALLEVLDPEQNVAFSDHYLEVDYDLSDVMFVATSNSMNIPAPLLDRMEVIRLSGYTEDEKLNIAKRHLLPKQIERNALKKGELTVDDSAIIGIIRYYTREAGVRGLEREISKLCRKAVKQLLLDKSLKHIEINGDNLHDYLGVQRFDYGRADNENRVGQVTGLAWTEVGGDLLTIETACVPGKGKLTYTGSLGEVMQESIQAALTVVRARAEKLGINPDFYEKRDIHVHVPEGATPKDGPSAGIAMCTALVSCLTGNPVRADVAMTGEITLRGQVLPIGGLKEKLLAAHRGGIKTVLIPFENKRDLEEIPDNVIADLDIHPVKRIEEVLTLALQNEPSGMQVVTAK
MsrA inh: inhibitors of bovine MsrA; purified bovine MsrA, absorbance read-out; inhibition, % at 15.5 µM; 360,000 tested, 0.75% active; AID 651718; in the data active means inhibition above about 4.5%;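 further: 0% = vehicle wells with enzyme and 100% = reference inhibitor wells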
Rin1 Abl inh: inhibitors of human Rin1-Abl protein interaction; P00519+Q13671; TR-FRET Rin1/Abl binding, biochemical; inhibition, % at 7.35 µM; 360,000 tested, 0.4% active; AID 588664; in the data active means inhibition above about 5%, passing the limit was not always enough
CSN inh: CSN deneddylation inhibition. Purified CSN, SCF-Nedd8-OG deneddylation, fluorescence polarization. AID 651999. inhibition, % at 12.5 µM. 360,000 tested, 0.38% active;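 active means pattern-corrected inhibition above about 35%, with an unprinted fluorescence ratio check between 0.5 and 1.5, limit read from the data, passing the limit was not always enough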;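 further: 0% = enzyme with substrate and 100% = substrate without enzyme; some results filed as inactive read as strong as hits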
Target sequence (Q92905 whole entry, looked up, one chain of several): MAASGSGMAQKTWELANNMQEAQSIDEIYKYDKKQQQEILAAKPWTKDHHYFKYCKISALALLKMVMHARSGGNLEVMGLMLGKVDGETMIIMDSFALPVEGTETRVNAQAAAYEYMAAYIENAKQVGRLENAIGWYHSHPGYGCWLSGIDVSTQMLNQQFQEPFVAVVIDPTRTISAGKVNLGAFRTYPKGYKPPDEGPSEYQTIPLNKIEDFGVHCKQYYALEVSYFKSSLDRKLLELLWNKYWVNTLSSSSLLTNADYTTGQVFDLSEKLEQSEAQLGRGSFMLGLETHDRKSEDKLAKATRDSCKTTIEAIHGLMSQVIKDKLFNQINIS
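assay system = purified human Csn5 enzyme expressed in HEK293T cells | amount = 0.24 nM enzyme | buffer or medium = Tris/NaCl/DTT buffer, pH 7.5 | reagent = 10 nM SCFSkp2-Nedd8OG | compound = one concentration, 12.5 µM, 0.25% DMSO | times = 90 min reaction at room temperature | signal = FP | read-out basis = % inhibition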
bovine MsrA act: bovine methionine sulfoxide reductase A activation; purified bovine MsrA, absorbance read-out; activation, % at 10.6 µM; 360,000 tested, 0.3% active; AID 602163; in the data active means activation above about 7.5%;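 further: 0% = vehicle and 100% = reference activator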
Numbers without * were called inactive; i = inactive; x = no result given.

structure	MLLE-PAM2 inh	CSN inh	bovine MsrA act	FAS TE block	Rin1 Abl inh	MT1-MMP act inh	eLon inh	MsrA inh	Rpn11 inh
Cc1cc(C)n(-c2cc(N3CCN(C(=O)c4cccc(F)c4)CC3)ccc2[N+](=O)[O-])n1	0	-3	-2	5	-3	4	-5	1.1	i
CCOC(=O)c1nnn(-c2nonc2-n2cccc2)c1CN1CCOCC1	8	-3	-1	-2	0	2	3	0.7	i
c1ccc2c(C3OCC4(CCCCC4)CO3)cccc2c1	16	-2	-2	26	3	-2	-5	-0.6	i
CCOC(=O)c1sc(NC(=O)COC(=O)Cn2cnc3ccccc32)c(C(=O)OCC)c1C	3	0	-9	-6	0	-6	1	-1.3	i
N#Cc1c(-c2ccco2)cc(C2CC2)nc1SCC(=O)c1ccccc1	-1	5	-3	32	-3	-15	-7	0.5	i
CCN(CC)c1ccc(/C=N/NC(=O)CNC(=O)c2cccs2)cc1	-6	-6	-4	-4	1	-2	-12	4.8*	i
Cc1ccc(-n2ncc3ccccc3c2=O)cc1Cl	-10	-1	-1	0	2	1	9	-0.7	i
O=C(COC(=O)c1ccccn1)Nc1nc(-c2ccccc2)cs1	3	2	-4	-5	3	4	2	-0.1	i
Cc1ccccc1-c1nnc(CS(=O)(=O)c2ccccc2)o1	-9	2	-4	-3	2	0	-4	-0.9	i
Cc1cc(NC(=O)Nc2cccc([N+](=O)[O-])c2)no1	2	6	-1	6	-1	1	1	1.6	i
CC1(C)CNC(=O)c2sc(NC(=O)CN3CCOCC3)nc2C1	11	2	-1	-5	-3	13	-5	1.4	i
Cc1cc(C(=O)NNC(=S)NCc2ccccc2)no1	-47	3	1	-7	-1	1	-10	-0.7	i
COc1cc2nc(NC(=O)c3ccccc3)[nH]c(=O)c2cc1OC	-5	-5	-2	-4	-1	17	9	2.6	i
O=[N+]([O-])c1ccc(N2CCN(c3ccccc3O)CC2)c(Cl)c1	4	-2	-4	18	0	x	19	0.7	i
CCn1c(CNC(=O)Cc2ccc(OC)cc2)nnc1SCCOc1ccccc1	-7	-4	-1	1	-3	-6	-7	-1.1	i
CC1CCCC(NC(=O)C2CCN(S(=O)(=O)N3CCCCC3)CC2)C1C (stereo not given)	-10	0	-1	-6	0	2	1	-0.8	i
CCC(C(=O)NCc1ccco1)N(C(=O)CNS(=O)(=O)c1ccc(C)cc1)c1ccccc1F (stereo not given)	9	4	1	0	2	1	-4	-0.2	i
S=C(NCc1ccc2c(c1)OCO2)NCc1ccco1	-17	4	-2	-2	0	-9	-1	0.7	i
Cc1ccc(S(=O)(=O)N2CCN(CC(=O)Nc3ccccc3Cl)CC2)cc1	-2	-3	-1	4	2	-3	-4	0.2	i
Cc1cc(C(=O)CN2C(=O)NC3(CCCc4ccccc43)C2=O)c(C)n1Cc1ccccc1 (stereo not given)	-16	-1	0	14	0	0	-3	0.3	x
CN1CCN(C(=O)c2cc3c(c(-c4cccc(-c5cc6ccccc6o5)c4)n2)[C@@H](CCO)N(S(=O)C(C)(C)C)C3)CC1 (stereo not given in full)	-10	4	0	-8	-2	3	3	0.1	i
CCOC(=O)c1sc2nc(OCCN3CCOCC3)cc(C)c2c1N	x	1	-1	-8	x	6	-1	1.2	x
CCC(C)(C)c1ccc(OC(=O)c2cccnc2Cl)cc1	1	3	2	20	2	-1	2	-0.1	i
O=C(COC(=O)[C@@H]1CC(O)CN1S(=O)(=O)c1ccc([N+](=O)[O-])cc1)NC12CC3CC(CC(C3)C1)C2 (stereo not given in full)	-33	2	-2	12	0	1	-2	-0.4	i
CCOCCCNC(=O)C(NC(=O)CNC(=O)c1ccccc1)c1ccc(C)cc1 (stereo not given)	2	-3	-5	-4	0	-2	-3	0.6	i
COC(=O)CSc1nc2cc(OC)ccc2n1C	-15	2	-2	-5	3	-1	4	-0.9	i
CC1CCN(c2ccc(C(=O)Nc3ccc4c(c3)OCO4)cc2[N+](=O)[O-])CC1	-5	1	-2	42	1	0	-2	2.4	i
O=C(Nc1ccccc1)Nc1cccc(NC(=O)Nc2ccccc2)c1F	-2	-3	-13	2	2	-3	12	-0.2	i
O=C(CSc1nnc(NC(=O)C2CC2)s1)NCc1ccc(F)cc1	-4	5	-5	-5	-6	3	3	-0.2	i
COc1ccc(-c2sc3cc(OC)ccc3c2-c2ccc(OCCN3CCOCC3)cc2)cc1	-2	-6	-4	20	-2	-4	-8	1.8	i
COc1ccc([C@@H]2CC(=O)c3c(O)cc(O[C@@H]4OC(CO[C@@H]5OC(C)[C@H](O)[C@@H](O)[C@H]5O)[C@@H](O)[C@H](O)[C@H]4O)cc3O2)cc1O (stereo not given in full)	8	-6	-2	4	1	2	-10	0.6	i
COc1cc(OC)c(C2=NOC(C(=O)Nc3c(C)n(C)n(-c4ccccc4)c3=O)C2)cc1Cl (stereo not given)	5	-1	-3	-1	3	11	7	-0.3	i
CCN(CC)C(=S)SCC(=O)Nc1ncc2c(n1)CC(C)(C)CC2=O	2	-2	-4	2	-1	-1	8	1.0	i
CSCCC(NS(=O)(=O)c1ccc(C)cc1C)C(=O)Nc1cccnc1 (stereo not given)	8	-2	-2	-4	-1	0	-1	1.2	i
C=CCSC1=Nc2cc(OC)c(OC)cc2C2=NC(=O)CN12	-27	0	-6	-1	-2	0	3	1.3	i
CCN(CC(=O)Nc1ccccc1OC)C(=O)c1ccc(NC(=O)c2cccs2)cc1	-19	-4	-4	-4	6	-4	4	-0.1	i
CC(C)(C)c1cc(CN(CCO)CCO)cc(C(C)(C)C)c1O	22	-6	-2	-3	0	-4	4	0.6	i
CCOC(=O)C1CCN(C(=O)CCCCn2c(=O)[nH]c3ccccc3c2=O)CC1	2	2	0	-7	0	0	8	-1.0	i
Cc1cccnc1NC(=O)Cn1nc(-c2ccccc2)oc1=S	-113	1	-4	-4	1	3	-2	-0.3	i
O=S(=O)(c1ccc2c(c1)OCCO2)N1CCC(n2nnc3cc(C(F)(F)F)ccc32)CC1	-5	6	0	40	0	0	14	0.0	i
O=C(COC(=O)c1ccc(Cl)cc1Cl)Nc1cccc(S(=O)(=O)NC2=NCCC2)c1	2	0	-4	-3	-2	7	1	-0.4	i
CCCN(CC1CC1)c1nc(C)nc(Nc2c(Cl)cc(Cl)cc2Cl)c1Cl	-25	-5	-2	26	0	-4	-1	-0.5	i
COc1ccc(/C=C/C(=O)c2ccc[nH]2)cc1OC	-8	1	-11	-10	-5	-6	-6	5.4*	i
Cc1ccnc(NS(=O)(=O)c2ccc(NC(=O)c3cncc(Br)c3)cc2)n1	-3	5	-3	-9	-2	-1	-2	-0.3	i
CCOC(=O)C1=C(C)NC(C)=C(C(=O)OCC)C1C(=O)OCC(=O)NC1(C#N)CCCCC1	15	-2	-9	1	5	5	-2	0.1	i
FC(F)(F)C1=CC(c2ccc(Cl)cc2)=NCCN1	-9	3	-3	0	-3	2	-8	3.9	i
CC(C)c1ccc(S(=O)(=O)/N=C2/C=C(Sc3ncn[nH]3)C(=O)c3ccccc32)cc1	19	24	3	14	7.7*	-54	17	x	i
COc1ccc(-c2nc3c(Cl)cc(C(F)(F)F)cn3c2Cc2cccc(F)c2)cc1OC	2	1	-9	19	-1	-3	3	-0.3	i
CCOc1ccc(NC(=O)N(C2CCCCCC2)C2CCN(C(C)=O)CC2)cc1	-9	-5	-1	-1	1	3	-1	0.4	i
CCN(c1ccccc1)S(=O)(=O)c1cccc(C(=O)NCc2ccccn2)c1	4	1	0	-3	2	-1	-1	-1.0	i
COc1ccccc1-n1cnnc1SC1CCOC1=O (stereo not given)	-1	-4	-4	3	1	4	-9	-1.2	i
CC(NC(=O)c1ccccc1F)c1ccccc1 (stereo not given)	-6	-6	-6	-3	-3	2	4	-0.9	i
CCOc1ccc(C(C(=O)NC2CCCCC2)N(CCOC)C(=O)c2snc(C(N)=O)c2N)cc1 (stereo not given)	-5	0	0	1	1	4	2	-0.3	i
COc1ccc(CNC(=O)/C=C/c2cc([N+](=O)[O-])ccc2OC(F)F)cc1	9	-1	-11	82*	-1	0	3	0.1	i
Cc1c(C)c2ccc(O[C@@H]3O[C@H](CO)[C@@H](O)[C@H](O)[C@H]3O)c(C)c2oc1=O	7	2	-3	-3	0	1	-3	0.8	i
CC(Oc1ccc2c3c(c(=O)oc2c1)CCCC3)C(=O)NCC1CCC(C(=O)O)CC1 (stereo not given)	-3	-3	-2	-6	-1	-4	4	0.0	i
COc1ccccc1C/C(N)=N/OC(=O)c1ccc2c(c1)OCO2	1	6	-9	-4	1	3	7	0.8	i
COc1c(C(O)CC(C)C)ccc2c1C(=O)OCc1cc(C)cc(O)c1O2 (stereo not given)	0	3	-4	17	-1	1	3	0.7	i
CCc1nc2ccc(C(=O)Nc3cc(-c4ccccc4)ccc3OC)cn2c1N(CC)Cc1cccc(Br)c1	6	2	-2	24	-4	-13	6	1.8	i
Cc1cc(NC(=O)c2sc3ccccc3c2O)no1	29	0	-5	-7	-2	-1	2	1.0	i

Ordered by value in eLon inh (ascending): 3 from the list above.
compound | MLLE-PAM2 inh | CSN inh | bovine MsrA act | Rin1 Abl inh | MT1-MMP act inh | eLon inh | MsrA inh | Rpn11 inh
Cc1c(C)c2ccc(O[C@@H]3O[C@H](CO)[C@@H](O)[C@H](O)[C@H]3O)c(C)c2oc1=O | 7 | 2 | -3 | 0 | 1 | -3 | 0.8 | i
COc1ccc(CNC(=O)/C=C/c2cc([N+](=O)[O-])ccc2OC(F)F)cc1 | 9 | -1 | -11 | -1 | 0 | 3 | 0.1 | i
CCOC(=O)C1CCN(C(=O)CCCCn2c(=O)[nH]c3ccccc3c2=O)CC1 | 2 | 2 | 0 | 0 | 0 | 8 | -1.0 | i

The results go on.
structure	MLLE-PAM2 inh	CSN inh	bovine MsrA act	FAS TE block	Rin1 Abl inh	MT1-MMP act inh	eLon inh	MsrA inh	Rpn11 inh
COc1cc(Cn2c(=O)oc3ccc(C)cc32)ccc1OC(C)C	-5	7	0	11	-1	3	-1	0.3	i
CC[C@H](C)[C@H]1CNC(=S)N1CC1CCN(CCC(C)C)CC1	-4	3	-3	-8	-3	2	-2	-0.3	i
CCOC(=O)c1sc2nc(CC(=O)OC)nc(NCc3ccco3)c2c1C	-15	10	-1	0	-1	-52	-21	0.8	i
CC(=O)N/N=C(\N)c1nonc1N	-2	-1	-2	-6	1	-3	-4	1.5	i
CCCCCCCCCC(=O)N1c2ccccc2NC(=O)C1CC(=O)Nc1ccc(C(=O)O)cc1 (stereo not given)	-2	4	-2	6	1	5	0	-2.0	i
CCC1CCCCN1CCCNC(=O)c1ccc(CS(=O)(=O)Cc2ccccc2F)o1 (stereo not given)	-5	-3	-3	-5	0	-1	-1	0.8	i
CCc1cc2c(cc(C(=O)O)n2C)s1	14	-7	1	-7	-5	-2	-4	-0.8	i
Cc1cccc(/C=N\Nc2nnc(-c3ccccc3)c(=O)[nH]2)c1	-1	-5	-1	-9	-2	-6	-8	-0.5	i
COc1cccc(-c2nc(CS(=O)(=O)CC(=O)NCCc3ccc(OC)cc3OC)c(C)o2)c1	9	-4	-3	0	3	-1	-7	-1.2	i
Cc1cccc(CCNC(=O)C2CCN(S(=O)(=O)c3c(C)nn(C)c3C)CC2)c1	2	0	-4	-5	0	5	-2	1.0	i
CCOC(=O)c1cnc2cc(-c3ccc(C)cc3)nn2c1C	-4	8	-4	12	-4	0	-9	1.3	i
CCOC(=O)c1cccc(NC(=O)CN(c2ccc(C)cc2)S(=O)(=O)c2c(C)n[nH]c2C)c1	3	-5	1	8	0	-2	0	-0.8	i
